# ADAM17 inh: ADAM17 inhibition, QFRET primary screen; recombinant ADAM17, EDANS/DABCYL FRET peptide cleavage; P78536; 370,000 compounds, 0.83% hits; inhibition, % at 6.95 µM; AID 720648;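 active = inhibition above the mean of compounds lying between control limits plus 3 SD, set per campaign, cut at about 8.5% in these data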;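 note: 0% = DMSO-only wells as the low control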
# MBD2 DNA inh: MBD2-methylated oligo binding inhibition; 370,000 compounds, 0.31% hits; inhibition, % at 4.4 µM; AID 686964; TR-FRET, MBD2 binding to methylated oligonucleotide; in the data active = inhibition above about 13%
# Target sequence (Q9UBB5 whole entry, looked up): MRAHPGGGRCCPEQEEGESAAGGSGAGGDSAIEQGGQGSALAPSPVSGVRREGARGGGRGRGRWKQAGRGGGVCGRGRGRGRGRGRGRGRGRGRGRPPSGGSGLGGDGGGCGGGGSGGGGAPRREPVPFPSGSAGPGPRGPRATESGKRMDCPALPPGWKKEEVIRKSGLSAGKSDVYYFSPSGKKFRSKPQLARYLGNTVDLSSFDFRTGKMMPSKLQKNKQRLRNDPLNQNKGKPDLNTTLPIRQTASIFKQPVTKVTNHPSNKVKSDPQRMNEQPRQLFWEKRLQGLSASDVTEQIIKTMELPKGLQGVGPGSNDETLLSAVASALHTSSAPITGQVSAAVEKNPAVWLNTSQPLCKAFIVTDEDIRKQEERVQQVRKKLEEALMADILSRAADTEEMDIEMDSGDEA
# Tn6 DDE FP: disrupts Tn6 cyclic peptide binding to fibrin D-Dimer-E complex; P02675; Fibrin DD(E) TRITC-Tn6 fluorescence polarization displacement; inhibition, % at 8.3 µM; 370,000 compounds, 0.21% hits; AID 720509;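 active = inhibition above a per-campaign cutoff: mean of compounds within control limits plus 3 SD, cut at about 15% in these data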;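 note: 0% = median of all compound wells on the plate and 100% = blocking peptide control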
# UHRF1 binding: UHRF1 methyl-DNA binding inhibition | Q96T88 | UHRF1 binding to methylated oligo, TR-FRET | inhibition, % at 4.4 µM | 370,000 compounds, 0.75% hits | AID 687016; in the data active = inhibition above about 21%;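 note: UHRF1 SRA domain binding a hemimethylated CpG hairpin DNA probe; 0% = median of test compound wells and 100% = reference inhibitor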
# ARFGAP1 inh: inhibits rat ARF GTPase activating protein 1 | Arfgap1-stimulated ARF1 GTP hydrolysis, GDP FP detection | inhibition, % at 16.5 µM | 360,000 compounds, 0.26% hits | AID 651572;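 active = inhibition above a per-plate limit, mean inhibition of low control wells plus 3 SD, cut at about 25% in these data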;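 note: 0% = DMSO wells with enzyme and 100% = wells lacking Arfgap1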
# Target sequence (Q62848 1-136 limits assumed): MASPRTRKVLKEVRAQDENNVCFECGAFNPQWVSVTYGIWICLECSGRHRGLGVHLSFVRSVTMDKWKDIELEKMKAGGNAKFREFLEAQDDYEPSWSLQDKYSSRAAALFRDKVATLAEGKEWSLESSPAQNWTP
#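 Assay system: purified rat His6-Arfgap1 residues 1-136 (GAP domain); Reagent: human Δ17 ARF1 bound to GTP; Dosing: 16.5 µM single point, 1.26% DMSO; Times: GTP hydrolysis reaction 2 h at 25 °C; Signal: FP, GDP Alexa 633 tracer displaced from anti-GDP antibody, 620/688 nm; Measure: % inhibition from polarization.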
# PLCg1 inh: blocks human PLC-gamma1 enzyme activity; inhibition, % at 12.2 µM; AID 720700; P19174; 370,000 compounds, 0.84% hits; purified PLC-gamma1, fluorogenic substrate, fluorescence; in the data active = inhibition above about 9.5%
# ASAP1 inh: blocks human ASAP1-stimulated Arf1 GTP hydrolysis | GDP FP detection | inhibition, % at 16.5 µM | 360,000 compounds, 0.19% hits | AID 624377; in the data active = inhibition above about 25%;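 note: 0% = vehicle with enzyme and substrate and 100% = no enzyme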
# Target sequence (Q9ULH1 325-724 limits assumed): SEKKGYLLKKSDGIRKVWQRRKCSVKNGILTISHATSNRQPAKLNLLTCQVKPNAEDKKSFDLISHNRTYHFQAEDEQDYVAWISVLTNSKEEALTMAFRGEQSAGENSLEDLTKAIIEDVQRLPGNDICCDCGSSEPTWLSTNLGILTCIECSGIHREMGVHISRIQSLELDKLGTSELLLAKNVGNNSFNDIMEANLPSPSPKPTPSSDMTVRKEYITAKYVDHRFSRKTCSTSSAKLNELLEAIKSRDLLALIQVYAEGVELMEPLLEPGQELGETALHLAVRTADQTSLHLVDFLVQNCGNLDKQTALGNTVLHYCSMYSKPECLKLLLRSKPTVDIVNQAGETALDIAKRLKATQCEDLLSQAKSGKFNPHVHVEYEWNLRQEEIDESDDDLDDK
# DDE Tn7 FP inh: DD(E)-Tn7 binding inhibition, primary FP screen; FP displacement of FITC-Tn7 peptide from fibrin DD(E); 0% = median of compound wells per plate; inhibition, % at 8.3 µM; 370,000 compounds, 0.13% hits; AID 720508;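 active = inhibition above the mean of compounds falling within the control limits plus 3 SD of them, cut at about 14% in these data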;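 note: 0% = plate median of compound wells and 100% = 10 µM Aha-Tn7 peptide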
#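 Measure: % inhibition scaled between sample-field median and high-control FP; Test system: human fibrin DD(E); Quantity: 2 µM final DD(E) protein; Doses: one dose, 8.3 µM nominal; Schedule: compound with protein 10 min, then 3 h after probe, room temperature; Detection: fluorescence polarization; Medium: Tris buffer with calcium and detergent, pH 7.8.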
# PLCb3 inh: blocks human PLC-beta3 enzyme activity | Purified PLC-beta3, fluorogenic substrate, fluorescence | inhibition, % at 12.2 µM | Q01970 | 370,000 compounds, 0.18% hits; in the data active = inhibition above about 11%;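 note: 0% = median of compound wells on plate and 100% = full blocker control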
# KLK7 zymogen act: activators of human kallikrein-7 zymogen; 370,000 compounds, 0.9% hits; purified proKLK7, EDANS-DABCYL substrate fluorescence; 100% is mature enzyme control, 0% vehicle; activation, % at 7 µM;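 active = activation above the mean of all tested compounds plus 3 SD, computed per campaign excluding outliers beyond control limits, cut at about 13% in these data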
# An asterisk follows results filed as active; i = inactive.
SMILES,ADAM17 inh,MBD2 DNA inh,Tn6 DDE FP,UHRF1 binding,ARFGAP1 inh,PLCg1 inh,ASAP1 inh,DDE Tn7 FP inh,PLCb3 inh,KLK7 zymogen act
COCc1cc(C)nc2sc(C(=O)N3CCCCC3)c(N)c12,-6,3,-8,0,17,-3,-1,-8,-15,-2.5
O=c1oc2cc(OCc3c(F)c(F)c(F)c(F)c3F)ccc2cc1-c1ccccn1,-18,-3,-1,3,-1,-60,-14,-1,-62,-2.1
COc1ccc(OCC(=O)Nc2ccc(NC(=O)c3cccs3)cc2)cc1,2,2,-13,-3,-4,6,10,-1,0,1.3
Cc1ccc(S(=O)(=O)N2CCC(C(=O)NC3CC(C)(C)NC(C)(C)C3)CC2)cc1,-7,-1,9,0,-16,0,1,9,-6,0.5
O=C(Nc1ccc(F)cc1)Nc1ccc(N2CCOCC2)c2nonc12,0,-9,5,-9,-7,0,-1,-2,-1,0.8
Cc1c(NC(=O)C(C)OC(=O)/C=C/c2ccco2)c(=O)n(-c2ccccc2)n1C (stereo unspecified),1,-2,13,-1,1,-1,-7,0,-5,-0.1
CC(=O)c1ccc(NC(=O)CCNS(=O)(=O)c2cccc3nonc23)cc1,-2,-6,-11,-3,18,2,16,-3,-1,0.4
NNC(=S)Nc1cc(S(=O)(=O)N2CCOCC2)ccc1N1CCOCC1,-2,-1,0,-1,9,-1,4,-4,-2,-0.4
CCOc1ccc(-c2c(C(=O)N/N=C/C3CC=CCC3)nnn2-c2nonc2N)cc1 (stereo unspecified),9.6*,-3,9,0,4,1,-4,-3,-6,0.0
COc1cccc(OC)c1C(=O)NNS(=O)(=O)c1ccc2ccccc2c1,0,2,3,0,-2,-2,-4,7,-6,0.7
CN(C)c1nc(Cl)nc(NCCOc2ccccc2)n1,0,-1,9,0,-9,1,-2,12,0,-0.2
COc1ccc(OCC(=O)Nc2ccc3c(c2)nc(CCNC(C)=O)n3C)cc1,-1,3,-2,0,-4,1,6,5,-2,-0.1
CC1=C([N+](=O)[O-])C(c2ccccc2C(F)(F)F)NC(=O)N1C (stereo unspecified),-3,5,1,-1,1,3,4,3,-7,-0.7
Cc1ccccc1NC(=O)c1nn(-c2ccc(F)c(F)c2)ccc1=O,3,0,-2,1,4,9,-21,-9,3,0.1
Cc1c(NC(=O)C(C)OC(=O)c2ccc([N+](=O)[O-])cc2Cl)c(=O)n(-c2ccccc2)n1C (stereo unspecified),-1,4,0,-2,8,3,5,-3,-2,0.0
COc1cc(NC(=O)C2Cc3ccccc3CN2S(C)(=O)=O)cc(OC)c1 (stereo unspecified),-5,2,-2,-1,3,0,5,3,-6,-0.2
CCC(=O)Nc1ccc(C(=O)CSc2nc3ccccc3cc2CC)cc1,2,-2,-2,3,18,-1,1,-3,8,-0.1
COc1ccc([C@H]2N[C@]3(CCCN(Cc4cccn4C)C3=O)[C@H]3C(=O)N(Cc4ccccc4)C(=O)[C@@H]23)cc1,0,2,-3,-2,17,-2,-2,-3,-4,-0.5
Cc1nc2c(C)[n+](CC(=O)c3ccccc3)ccc2n1C,-4,-5,2,-2,-5,-1,2,6,-6,-0.1
CC1Nc2ncnc(N3CCN(c4ccccn4)CC3)c2N(Cc2ccccc2)C1=O (stereo unspecified),0,2,-5,-3,6,-4,2,-2,-3,-0.2
CCCCCCCCC(=O)N/N=C/c1ccccn1,-1,-5,1,0,6,-1,-6,-15,1,-0.4
CCC(=O)N1c2ccc(S(=O)(=O)N3CCCC3)cc2CC1C (stereo unspecified),-2,-1,8,7,6,2,3,-4,-3,0.1
O=C(Nc1nccs1)c1cc2c(s1)-c1ccccc1OC2,-97,1,-10,-2,13,-247,6,0,-329,4.7
O=C(Cc1ccc(Cl)cc1)N1CCN(C(=O)c2ccco2)CC1,-1,-3,7,5,3,1,18,4,1,-0.6
CCC1S/C(=N\S(=O)(=O)c2cccs2)N(C2CCCCC2)C1=O (stereo unspecified),-2,1,4,-1,4,0,5,5,0,-0.3

# Single entries from above:
# In MBD2 DNA inh, CC(=O)c1ccc(NC(=O)CCNS(=O)(=O)c2cccc3nonc23)cc1 has the entry -6
# In Tn6 DDE FP, Cc1c(NC(=O)C(C)OC(=O)c2ccc([N+](=O)[O-])cc2Cl)c(=O)n(-c2ccccc2)n1C (stereo unspecified) has the entry 0
# In ARFGAP1 inh, COc1ccc(OCC(=O)Nc2ccc(NC(=O)c3cccs3)cc2)cc1 has the entry -4
# In UHRF1 binding, CCC(=O)Nc1ccc(C(=O)CSc2nc3ccccc3cc2CC)cc1 has the entry 3
# In KLK7 zymogen act, NNC(=S)Nc1cc(S(=O)(=O)N2CCOCC2)ccc1N1CCOCC1 has the entry -0.4

# Some entries already given, showing only ADAM17 inh, DDE Tn7 FP inh and Tn6 DDE FP:
canonical_smiles,ADAM17 inh,DDE Tn7 FP inh,Tn6 DDE FP
COc1cccc(OC)c1C(=O)NNS(=O)(=O)c1ccc2ccccc2c1,0,7,3
CN(C)c1nc(Cl)nc(NCCOc2ccccc2)n1,0,12,9

# (continued)
SMILES,ADAM17 inh,MBD2 DNA inh,Tn6 DDE FP,UHRF1 binding,ARFGAP1 inh,PLCg1 inh,ASAP1 inh,DDE Tn7 FP inh,PLCb3 inh,KLK7 zymogen act
Cc1ccccc1CN1[C@@H](C(C)C)COCCS1(=O)=O,-4,0,2,0,-11,2,-5,2,2,0.2
COc1ccc2c(Cl)c(C(=O)NCCCn3ccnc3)sc2c1Cl,-8,2,-7,-4,6,-3,3,3,-3,-2.8
N#Cc1ccc(-c2ccc(F)cc2)nc1Oc1ccc(F)cc1,1,-2,-3,1,6,1,-2,-1,4,-1.7
COCC(=O)N1C[C@H]2CON(C)[C@H]2C[C@H]1c1cccc(-c2cc(Cl)cc(Cl)c2)c1,-5,-1,6,3,3,0,7,0,-2,0.8
O=C(c1ccc(NC2=NC3CS(=O)(=O)CC3S2)cc1)N1CCN(C(=O)c2ccco2)CC1 (stereo unspecified),-4,8,-8,-1,-5,-2,-3,5,-2,0.8
CCOc1ccc(OCC)c(NC(=O)C2CCN(c3cnccn3)CC2)c1,-9,1,6,4,1,-24,3,6,-47,-0.5
O=C(c1ccc(-c2ccccc2)cc1)N1CCN(c2ccccc2F)CC1,8,-2,6,0,1,3,-4,-4,-5,0.0
Cc1ccc(CN2CC(C(=O)N3CC(C)CC(C)C3)CC2=O)cc1 (stereo unspecified),3,4,3,1,8,3,-8,3,-5,-0.8
Cc1ccc(OCC(=O)Nc2c(C)ccc3nsnc23)cc1,-8,0,-3,-2,5,-35,7,5,-57,-0.3
c1csc(-c2nn3c(Cn4nnc5ccccc54)nnc3s2)c1,-3,-5,3,-2,7,1,0,4,0,0.1
CCOc1ccc(N(CC(=O)NCC2CCCO2)S(=O)(=O)c2ccc(C)cc2)cc1 (stereo unspecified),0,5,-7,1,6,0,3,-2,-8,0.0
COC(=O)[C@H](Cc1ccccc1)NC(=O)NCc1ccc(S(N)(=O)=O)cc1,-4,-1,4,4,-2,-1,-2,-6,3,0.1
O=C(CC1CCCC1)N[C@H](C(=O)N1CCC[C@H]1C(=O)NC1CCCC1)C1CCCCC1,4,2,2,5,10,0,-1,2,0,0.0
CC(=O)NN=C1CCC(c2ccccc2)CC1 (stereo unspecified),2,0,6,-1,-11,0,-13,4,2,0.1
Oc1ccc(Cl)cc1C1=NNC(c2cccs2)C1 (stereo unspecified),-28,1,-9,-2,-3,-28,-1,-5,-40,-0.8
CSCCC(NC(=O)c1ccccc1)C(=O)NCC(C)(C)N1CCOCC1 (stereo unspecified),-6,-2,-6,2,0,0,7,3,-3,-0.1
Oc1ccc(C[C@@H](CN2CCCC2CN2C(=S)NC[C@@H]2Cc2ccccc2)N2C[C@H](Cc3ccccc3)N(CC3CCCCC3)C2=S)cc1 (stereo partly specified),6,-3,8,0,7,3,-10,-5,3,-0.7
CCOc1ccc2[nH]c(S(=O)(=O)CC)nc2c1Cl,-3,-2,2,0,2,0,4,-2,-1,0.2
N#CCCN1CCN(C2=NC(=O)C(=C3CCCCC3)S2)CC1,-1,-4,7,0,-3,3,-17,3,0,-0.5
Cc1cs/c(=N\N=C\c2ccc(O)cc2)n1Cc1ccco1,2,-2,-6,3,12,-48,2,5,-56,-1.1
CCCN1CCC(C(=O)NC(c2ccc(Cl)cc2)c2ccsc2)CC1 (stereo unspecified),5,-4,1,-2,0,9.7*,-1,3,2,0.8
CC(=O)N(C(C)=O)S(=O)(=O)c1ccc(N=NN2CCCCC2)cc1,0,0,-6,3,-2,8,0,-4,-1,0.3
Cc1nc2cc(NS(=O)(=O)c3ccccc3)ccc2n1C,1,-1,11,4,-7,1,5,3,2,-0.8
COc1cc(/C=C/c2cc(C(=O)O)c3ccccc3n2)cc(OC)c1O,-1,-2,-6,-2,12,-7,-3,5,-7,-2.3
N/C(=N\OC(=O)CCCc1ccccc1)c1ccccc1Cl,-1,1,0,-3,-8,0,-6,10,-9,-0.2

# Remaining list, next part.
SMILES,ADAM17 inh,MBD2 DNA inh,Tn6 DDE FP,UHRF1 binding,ARFGAP1 inh,PLCg1 inh,ASAP1 inh,DDE Tn7 FP inh,PLCb3 inh,KLK7 zymogen act
COC(=O)[C@H](Cc1ccccc1)NS(=O)(=O)N[C@@H](Cc1ccccc1)C(=O)OC,7,-1,-1,6,5,9,3,-11,5,-0.2
COc1ccc(CN2CCN(C(=O)c3ccc4c(c3)CCC4)CC2)cc1OC,0,3,2,2,-16,0,-12,3,-6,-1.2
Cc1ccc(NC(=O)CSc2nnc3ccccn23)cc1,-2,1,1,-1,2,-1,4,-4,1,0.1
COc1cc(NC(=O)COC(=O)CNC(=O)C23CC4CC(CC(C4)C2)C3)cc(OC)c1,-2,-1,-13,-1,-9,2,15,-2,-9,0.1
Cn1nc([N+](=O)[O-])nc1Sc1nnc(-c2ccccc2)o1,-3,-3,3,3,10,3,-1,-1,3,0.1
Cc1n[nH]c(C)c1S(=O)(=O)N1CCCC(C(=O)NCC2COc3ccccc3O2)C1 (stereo unspecified),-3,-3,10,-2,2,-2,6,6,1,0.3
CC(=O)C1=C(C)NC(SCc2cccc3ccccc23)=C(C#N)C1c1ccco1 (stereo unspecified),1,2,6,-4,8,-2,-2,3,-6,-1.7
CC(C)Nc1oc(-c2cccc3ccccc23)nc1C#N,i,-2,-3,1,-3,i,11,5,i,-214
CCN(CC(=O)N1CCCC1)S(=O)(=O)c1ccc(OC)cc1,2,1,0,0,-10,-1,4,0,-8,-0.3
CCc1ccc(N2C(=O)c3sc4nnc(C)c(=O)n4c3C2=O)cc1,-3,-3,2,-1,10,-1,-12,7,-2,0.5
O=C(NC(=S)Nc1ccc(Cl)cc1)c1cncc(Br)c1,-4,-3,0,2,1,-1,6,1,-6,0.4

# A section taken from the entries so far, for reference:
SMILES,ADAM17 inh,MBD2 DNA inh,Tn6 DDE FP,UHRF1 binding,ARFGAP1 inh,PLCg1 inh,ASAP1 inh,DDE Tn7 FP inh,PLCb3 inh,KLK7 zymogen act
CCc1ccc(N2C(=O)c3sc4nnc(C)c(=O)n4c3C2=O)cc1,-3,-3,2,-1,10,-1,-12,7,-2,0.5
O=C(NC(=S)Nc1ccc(Cl)cc1)c1cncc(Br)c1,-4,-3,0,2,1,-1,6,1,-6,0.4

# Assay outcomes as filed in PubChem BioAssay.
